Screens: PubChem BioAssay, Broad Institute
EWS-Fli inh – inhibitors of EWS/Fli oncoprotein transcriptional activity | A673 NR0B1-luciferase reporter, viability-normalised | hit rate 0.67% among 350,000 | inhibition, % at 12.6 µM;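 active = mean inhibition of at least 50% after viability correction, with every replicate also passing that limit; inconclusive = mean reaches 50% but only one of two replicates passes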;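 note: firefly luciferase signal divided by Alamar Blue viability fluorescence both relative to DMSO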
FN deposit inh – fibronectin deposition inhibition; AH1F fibroblasts, Alexa488-fibronectin deposition fluorescence, overnight; inhibition, % at 12.6 µM; hit rate 0.086% among 350,000; AID 743247;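 active = mean inhibition across replicates of 30% or more, regardless of how many single replicates reach that level; inconclusive = mean under 30% yet at least half of replicates reach 30%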;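 note: positive control wells lacked labelled fibronectin entirely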
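Test system: AH1F fibroblast monolayer depositing Alexa488-labelled fibronectin into matrix. Input: 10000 cells per well. Technique: fluorescence, ex 485 nm, em 525 nm. Buffer or medium: DMEM plus 2% serum, read in PBS. Timing: 1 h cell adhesion before compound, then overnight fibronectin incubation. Compound: single dose, pinned. Read-out basis: inhibition from reduced deposited-fibronectin fluorescence.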
DENV2 CPE rescue – protects cells from dengue virus 2 cytopathic effect; DENV2-infected cells, cytopathic effect rescue, plate reader; CPE inhibition, % at 9.99 µM; hit rate 1.7% among 350,000; in the data active = CPE inhibition above about 20%, passing the limit was not always enough; inconclusive = no clear call, values can overlap the other calls; tested in BHK-21 cells;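 note: 0% = median of neutral control wells and 100% = median of positive control wells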
GSIS activator – GLuc luminescence reporter in INS-1E cells, primary screen for activators of glucose-dependent secretion of insulin; INS-1E GLuc reporter insulin secretion, 2-3 h; activation, % at 16.6 µM; hit rate 0.61% among 370,000; AID 743287;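 active = lowest replicate activation of at least 40%, so every replicate reaches that level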;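 note: 0% = median of neutral control wells and 100% = median of IBMX positive control wells; some compounds called inactive have numbers as strong as hits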
CFTR F508del cor – correctors of CFTR F508del function in bronchial epithelial cells | CFBE cells, YFP halide quenching; stimulated with forskolin plus potentiator P3; % fluorescence drop versus neutral controls | activity (quench increase), % at 7.58 µM | hit rate 0.36% among 350,000;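 active = mean added fluorescence quench of at least 8% versus neutral control, with both replicates also reaching 8%; inconclusive = only one of the mean or replicate conditions met; inactive = mean below 8% and not both replicates reaching 8%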;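 note: cells transiently co-express mutant CFTR-F508del with the halide-sensitive YFP; corrector assay measuring rescue of mutant channel to the surface after 24 h compound exposure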
PAX8 inh HTS – lowers PAX8-driven luciferase in RMG-I cells; inhibition, % at 12.6 µM; AID 652154; hit rate 1.2% among 360,000; RMG-I TPO-luciferase reporter, SteadyGlo, 24 h;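 active = mean replicate inhibition at least 60% with every replicate also reaching 60%; inconclusive = only one of the two criteria is met; inactive = mean below 60% and not all replicates reaching 60%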;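 note: luciferase light reporting Pax8 driven TPO promoter activity; plate controls were median of neutral control wells for no effect and mitoxantrone controls for full effect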
miR-122 sensor – inhibitors of miR-122 in Huh7 cells | Huh7 miR-122 Renilla luciferase sensor, 48 h; neutral wells = 0, positive control = 100 | activation (reporter increase), % at 12.5 µM | hit rate 0.3% among 340,000 | AID 602342;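 active = mean replicate activation score at least 90 and every replicate individually at or above 90; inconclusive = only one of the two criteria met; inactive = neither criterion met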;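 note: higher luciferase means less miR-122 activity so hits act as miR-122 inhibitors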
Starred values were filed as active, the others as inactive; ? = inconclusive; · = no result given; & = joins results of further samples; [ ] = another dose, or the depositor's remark.

SMILES	EWS-Fli inh	FN deposit inh	DENV2 CPE rescue	GSIS activator	CFTR F508del cor	PAX8 inh HTS	miR-122 sensor
CCOc1ccc(CNCCc2ccc(S(N)(=O)=O)cc2)cc1	-2	5	5	3	6.5	4	-3
CCOC(=O)c1ccc(NC(=O)c2ccc(CO)c(C(=O)NC3CCN(C(=O)OCC)CC3)c2)cc1	·	-5	·	·	·	4	3
O=C(NCc1ccc(OC(F)(F)F)cc1)C1CC(c2cccc(F)c2)=NO1 (stereo not drawn)	-145	1	-3	-4	-3.5	-21	0
COc1ccc2c3c(n(C)c2c1)[C@H](CO)N(CC1CC1)CC31CCN(C(=O)CN(C)C)CC1	0	·	4	7	-0.4	-4	·
CCN(c1ccccc1)S(=O)(=O)c1csc(C(N)=O)c1	-15	-3	4	-3	·	-15	·
CC(C)(C)c1nnc2sc(SCC(=O)NCc3ccco3)nn2c1=O	-4	-11	-5	3	0.6	-10	4
CC(C)Oc1cccc(C(=O)C2CCCN(Cc3ccc(Oc4ncccn4)cc3)C2)c1 (stereo not drawn)	14	0	1	-16	-0.5	11	·
CCN(C(=O)c1ccc(=O)[nH]c1)c1c(N)n(Cc2ccccc2)c(=O)[nH]c1=O	-9	-8	10	2	1.6	7	-5
CN1c2ccc(Br)cc2[C@H]2[C@H](CCN2C(=O)Nc2cc(F)ccc2F)[C@H]1CO	-10	5	-2	-11	-0.7	4	6[16.7 µM]
C[C@H](CO)N1C[C@H](C)[C@H](CN(C)Cc2ccc(Oc3ccccc3)cc2)Oc2ccc(NC(=O)Cn3cnnn3)cc2C1=O	5	·	-16	1	-2.4	13	-10[16.7 µM]
CCOc1ccc(NC(=O)Nc2cc(C)ccc2OC)cc1	·	-8	·	·	·	-29	8
O=C(C[C@H]1CC[C@H]2[C@@H](COC[C@H](O)CN2S(=O)(=O)c2ccc(F)cc2)O1)N[C@@H]1CCN(Cc2ccccc2)C1	-8	-1	-2	0	1.4	-14	5[16.7 µM]

2 entries picked at random from those above, as already listed:
SMILES	EWS-Fli inh	FN deposit inh	DENV2 CPE rescue	GSIS activator	CFTR F508del cor	PAX8 inh HTS	miR-122 sensor
CCN(C(=O)c1ccc(=O)[nH]c1)c1c(N)n(Cc2ccccc2)c(=O)[nH]c1=O	-9	-8	10	2	1.6	7	-5
C[C@H](CO)N1C[C@H](C)[C@H](CN(C)Cc2ccc(Oc3ccccc3)cc2)Oc2ccc(NC(=O)Cn3cnnn3)cc2C1=O	5	·	-16	1	-2.4	13	-10[16.7 µM]

(next part)
SMILES	EWS-Fli inh	FN deposit inh	DENV2 CPE rescue	GSIS activator	CFTR F508del cor	PAX8 inh HTS	miR-122 sensor
CCN1CCCC1CNC(=O)CCNC(=O)c1cc(OC)c(OC)c(OC)c1 (stereo not drawn)	·	9	·	12	·	·	-4
CNC[C@H]1Oc2cc(C#Cc3ccncc3)ccc2S(=O)(=O)N([C@@H](C)CO)C[C@@H]1C	3	-8	-4	1	-2.1	22	·
COc1ccc(S(=O)(=O)N(C)C[C@H]2OCCCC[C@@H](C)Oc3ccc(N(C)C)cc3C(=O)N([C@H](C)CO)C[C@H]2C)cc1	-7	·	?	-21	-1.3	49	34[16.7 µM]
Cc1ccc(C(=O)c2cc3ccccc3o2)cc1[N+](=O)[O-]	-94	-12	12	10	2.0	-62	-2
O=C(c1ccco1)N(CC1CCCO1)c1nc(-c2ccccc2)cs1 (stereo not drawn)	·	0	·	·	·	-12	31
COc1cccc(NC(=O)CCCNC(=O)Cn2cnc3sc(C)c(C)c3c2=O)c1	7	10	-4	13	-1.0	9	-1
O=C(NC1CC1)C1CCN(S(=O)(=O)c2cc([N+](=O)[O-])ccc2Cl)CC1	9	-2	2	4	2.1	6	·
Cc1ccc(C)c(-c2ccc(=O)n(Cc3cccc(Br)c3)n2)c1	-4	-5	0	-13	1.8	-12	-2
COc1ccc(CNS(=O)(=O)c2ccc(-n3cnnn3)c(OC)c2)cc1	0	-1	2	35	-1.6	-20	6
Cc1cccc(C)c1N1C(=O)CC(N(O)c2ccccc2)C1=O (stereo not drawn)	·	3	·	·	·	18	12
Nc1ncnc2nc(SCC(=O)Nc3ccccc3F)[nH]c12	1	6	7	3	4.1	9	-3
O=C(Cc1ccccc1)Nc1nnc(-c2cccc([N+](=O)[O-])c2)s1	·	-3	·	32	·	-9	·
CCCc1nc2ccc(NC(=O)c3cccs3)cc2c(=O)n1Cc1ccc(Cl)cc1	-10	4	-3	-16	·	-5	16
Cc1noc(C)c1NC(=O)N(C)C[C@H]1OCc2ccccc2-c2ccccc2C(=O)N([C@H](C)CO)C[C@@H]1C	-1	0	-3	11	-1.4	3	·
CCOC(=O)C1(c2csc(N)n2)COC(=O)C1 (stereo not drawn)	·	11	·	·	·	7	-2
Cc1noc(C)c1NC(=O)Nc1cccc2c1O[C@H](CN(C)C(=O)Nc1cccc3ccccc13)[C@H](C)CN([C@@H](C)CO)C2=O	11	·	-9	-19	-1.3	25	-9[16.7 µM]
Cc1cc(C)c2nc(N3CCCC(C(=O)NCCCN4CCOCC4)C3)sc2c1 (stereo not drawn)	·	0	·	·	·	-137	-1
COc1cc2c(cc1OC)C(=O)CCC2	-1	-13	6	32	3.9	-9	·
O=C(COC(=O)c1ccc(Cl)c(S(=O)(=O)N2CCc3ccccc3C2)c1)Nc1ncc(Cl)cc1Cl	·	-4	·	-16	·	-11	-6
CC(O)(c1ccc(Cl)cc1)C(c1ccccc1)c1ccccn1 (stereo not drawn)	12	-1	1	-18	4.1	19	·
O=C(c1ccc(F)cc1)N1CCN(c2cc(N3CCCCC3)c(F)cc2[N+](=O)[O-])CC1	·	3	·	-25	·	·	-2
C[C@H](CO)N1C[C@H](C)[C@@H](CN(C)C(=O)NC2CCCCC2)OCc2cnnn2CCCC1=O	-3&4&0	1&-2	10&-1&-2	2&5	2.8&-1.4&-0.4	-14&5	-6
Cn1ncc2cc(NC(N)=S)ccc21	-14	-11	-4	-2	0.8	-3	0
COC(=O)C[C@@H]1CC[C@@H]2[C@@H](COc3ccc(NC(=O)Cc4cccs4)cc3C(=O)N2C)O1	65*	-5	3	-4	·	6	·
O=C(Nc1ccc(-c2ccccc2)cc1)[C@@H]1[C@@H](CO)[C@@H]2Cn3c(cccc3=O)[C@H]1N2Cc1ccncc1	-6	·	-1	-6	·	10	·
CCCNC(=O)C[C@@H]1CC[C@@H]2[C@H](COC[C@@H](O)CN2C(=O)c2ccccn2)O1	1	-9	-4	16	-4.7	-8	10[16.7 µM]
C[C@@H]1CN([C@@H](C)CO)C(=O)c2cccc(NC(=O)C3CCCCC3)c2O[C@@H]1CN(C)Cc1ccc(C(F)(F)F)cc1	5	·	12	4	1.8	·	13[16.7 µM]
C[C@H](CO)N1C[C@H](C)[C@H](CN(C)S(=O)(=O)c2ccccc2)OCCCC[C@H](C)Oc2ccc(NC(=O)Nc3cccc4ccccc34)cc2C1=O	4	-2	0	19	0.6	4	7[16.7 µM]
CN1c2ccc(-c3ccccc3F)cc2[C@@H]2[C@@H](CCN2C(=O)Nc2ccc(F)cc2)[C@@H]1CO	9	4	·	-6	1.3	0	1[16.7 µM]
Cc1nn(-c2ccccc2)c(C)c1C(=O)OC(C)C(=O)NC1CCCCC1 (stereo not drawn)	13	-6	?	-15	-2.7	-2	-5
Cc1nnsc1C(=O)NNc1ccc(C(C)(C)C)cc1	8	4	2	·	0.1	11	-1
O=C(/C=C/c1cccs1)NC(=S)NNC(=O)c1ccccc1O	52*	19	-3	-7	-1.9	89*	·
CC(Oc1ccc(F)cc1)C(=O)N(CCC1=CCCCC1)c1c(N)n(Cc2ccccc2)c(=O)[nH]c1=O (stereo not drawn)	8	-3	-5	-26	2.4	-10	·
COc1ccc(-c2ccc3n(c2=O)C[C@@H]2[C@@H](CO)[C@H](C(=O)N4CCOCC4)[C@H]3N2C)cc1	-1	·	-9	5	·	·	·
CC(NC(=O)Nc1cccc([N+](=O)[O-])c1)c1ccc2c(c1)OCO2 (stereo not drawn)	8	4	-1	-14	2.0	-13	2
COc1cc(=O)[nH]c(SCC(=O)Nc2ccc3ccccc3c2)n1	5	0	6	0	-1.4	-5	·
COc1ccc(/C=N\NC(=O)c2nn(C)cc2Cl)cc1CN1CCOCC1	·	6	·	-7	·	-6	·
COc1ccc(/C=C2\C(=O)ON=C2c2ccccc2)cc1	22	1	4	1	2.1	-59	-13
CSc1nnc(-c2ccccc2)c(-c2ccccc2)n1	1	-1	-6	34	-3.8	13	·
CO[C@H]1CN(C)C(=O)c2ccc(NS(C)(=O)=O)cc2OC[C@@H](C)N(C(=O)C2CCC2)C[C@@H]1C	-5	7	-1	8	-3.5	2	8[16.7 µM]
Cc1ccc(Cc2c(-c3ccc(F)cc3)nc3c(Cl)cc(C(F)(F)F)cn23)cc1	12	11	11	-10	3.9	-23	9
Cn1c(O)c(C2=c3ccccc3=NC2=O)sc1=Nc1ccc(Cl)cc1	·	-17	·	·	·	-15	-1
Cn1c(=O)c(=O)n(C)c2cc(S(=O)(=O)N3CCOCC3)ccc21	·	6	·	2	·	-2	10
Cc1cc(Cl)ccc1OCCCC(=O)NCCc1nnc2ccccn12	1	2	0	·	-3.0	12	6
O=C(NC(=S)Nc1ccccc1N1CCN(C(=O)c2ccccc2)CC1)c1ccccc1F	·	·	9	-10	3.3	2	·
N#Cc1cccc(-c2ccc([C@H]3[C@H](CO)N4CCCCN(C(=O)Nc5cccc(F)c5)C[C@@H]34)cc2)c1	13	·	-24	-15	4.8	13	-10[16.7 µM]
CC1(C)CC(=O)C(CSC(=O)c2ccccc2)C(=O)C1	-2	13	10	·	1.0	-3	-1
Cc1nc2ccc(NS(=O)(=O)c3ccc(F)cc3)cc2s1	7	6	-7	-28	-3.4	25	·
CCC(Oc1cc(Cl)ccc1Cl)C(=O)N1CCCN(C)CC1 (stereo not drawn)	0	-16	-13	-6	-4.5	10	-1
Cc1cccc(CN2CCN(Cc3ccc(-n4cccn4)cc3)CC2CCO)n1 (stereo not drawn)	2	12	2	-1	-3.5	-2	3
COc1ccc([C@H]2CN(CCc3ccccc3)C(=O)[C@@H]2CC(=O)Nc2ccccc2)cc1	-27	9	-4	-49	-2.8	-31	89
C[C@@H]1CCCCO[C@@H](CN(C)S(=O)(=O)c2ccc(Cl)cc2)[C@H](C)CN([C@@H](C)CO)C(=O)c2cc(NS(=O)(=O)c3cn(C)cn3)ccc2O1	-1	·	-5	-22	-0.8	-2	2[16.7 µM]
Cn1cccc1-c1nc2ccccc2n1C	-7	10	·	14	-3.6	-16	·
COC(=O)c1ccc(C(=O)NC2CC(C)(C)Cc3c2cnn3-c2ccc(F)cc2)nc1 (stereo not drawn)	17	7	-3	-34	3.1	0	0
CCCCn1c(SCC(=O)NC2CCS(=O)(=O)C2)nc2cc(S(N)(=O)=O)ccc21 (stereo not drawn)	10	0	-1	·	-2.2	-23	·
C[C@H](CO)N1C[C@H](C)[C@@H](CN(C)C(=O)Nc2cccc(F)c2)Oc2cc(C#CC3(O)CCCC3)ccc2S1(=O)=O	15	4	5	-11	-3.0	·	0[16.7 µM]
Cc1noc(C)c1S(=O)(=O)N(C)C[C@H]1OCCCC[C@@H](C)Oc2ccc(NS(=O)(=O)c3cccs3)cc2C(=O)N([C@H](C)CO)C[C@@H]1C	-2	·	-9	-1	0.0	-11	-5[16.7 µM]
CCCNC(=O)C1Cc2cc(S(=O)(=O)N3CCCC3)ccc2N1C(C)=O (stereo not drawn)	·	5	-6	6	-0.4	-2	4
Cc1ccc(C)c(SCC(=O)c2ccc[nH]2)c1	-30	-5	1	-3	-0.7	-15	·
CC(C)(C)NC(=O)C(c1ccncc1)n1c(=O)c(-c2cc3ccccc3[nH]2)nc2ccccc21 (stereo not drawn)	-13	0	-8	-14	1.0	-19	·
